LRH-1 inv ag – inverse agonists of human LRH-1 (NR5A2); actives 0.13% (n = 360,000); AID 602396; inhibition, % at 3.6 µM; HEK293T StAR-luciferase reporter, LRH-1 transfected, 24 h; O00482;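 active = inhibition above the mean inhibition of all tested compounds plus 3 SD, cut at about 73% in these data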;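 note: 0% = DMSO wells and 100% = reporter-only cells lacking LRH-1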
ABHD5-PLIN5 inh – blocks binding of human ABHD5 to perilipin-5 | Q00G26+Q8WTS1 | Split G. princeps luciferase complementation, luminescence, 4 h | inhibition, % at 4 µM | actives 0.78% (n = 360,000) | AID 602281;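 active = inhibition above the mean inhibition across every tested compound plus 3 SD, cut at about 22% in these data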;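 note: 0% = DMSO only wells and the 100% control is not disclosed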
SRC2 inh – inhibits human steroid receptor coactivator 2. AID 651957. actives 0.17% (n = 370,000). Q15596. inhibition, % at 9 µM. HEK293 GAL4-SRC2 luciferase reporter, luminescence;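 active = inhibition above the mean inhibition of all tested compounds plus 3 SD, set per campaign, cut at about 52% in these data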;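 note: 0% = DMSO treated cells and 100% = cells given Gossypol at 36 µM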
Target sequence (Q15596 whole entry, looked up, the tested form may be a part): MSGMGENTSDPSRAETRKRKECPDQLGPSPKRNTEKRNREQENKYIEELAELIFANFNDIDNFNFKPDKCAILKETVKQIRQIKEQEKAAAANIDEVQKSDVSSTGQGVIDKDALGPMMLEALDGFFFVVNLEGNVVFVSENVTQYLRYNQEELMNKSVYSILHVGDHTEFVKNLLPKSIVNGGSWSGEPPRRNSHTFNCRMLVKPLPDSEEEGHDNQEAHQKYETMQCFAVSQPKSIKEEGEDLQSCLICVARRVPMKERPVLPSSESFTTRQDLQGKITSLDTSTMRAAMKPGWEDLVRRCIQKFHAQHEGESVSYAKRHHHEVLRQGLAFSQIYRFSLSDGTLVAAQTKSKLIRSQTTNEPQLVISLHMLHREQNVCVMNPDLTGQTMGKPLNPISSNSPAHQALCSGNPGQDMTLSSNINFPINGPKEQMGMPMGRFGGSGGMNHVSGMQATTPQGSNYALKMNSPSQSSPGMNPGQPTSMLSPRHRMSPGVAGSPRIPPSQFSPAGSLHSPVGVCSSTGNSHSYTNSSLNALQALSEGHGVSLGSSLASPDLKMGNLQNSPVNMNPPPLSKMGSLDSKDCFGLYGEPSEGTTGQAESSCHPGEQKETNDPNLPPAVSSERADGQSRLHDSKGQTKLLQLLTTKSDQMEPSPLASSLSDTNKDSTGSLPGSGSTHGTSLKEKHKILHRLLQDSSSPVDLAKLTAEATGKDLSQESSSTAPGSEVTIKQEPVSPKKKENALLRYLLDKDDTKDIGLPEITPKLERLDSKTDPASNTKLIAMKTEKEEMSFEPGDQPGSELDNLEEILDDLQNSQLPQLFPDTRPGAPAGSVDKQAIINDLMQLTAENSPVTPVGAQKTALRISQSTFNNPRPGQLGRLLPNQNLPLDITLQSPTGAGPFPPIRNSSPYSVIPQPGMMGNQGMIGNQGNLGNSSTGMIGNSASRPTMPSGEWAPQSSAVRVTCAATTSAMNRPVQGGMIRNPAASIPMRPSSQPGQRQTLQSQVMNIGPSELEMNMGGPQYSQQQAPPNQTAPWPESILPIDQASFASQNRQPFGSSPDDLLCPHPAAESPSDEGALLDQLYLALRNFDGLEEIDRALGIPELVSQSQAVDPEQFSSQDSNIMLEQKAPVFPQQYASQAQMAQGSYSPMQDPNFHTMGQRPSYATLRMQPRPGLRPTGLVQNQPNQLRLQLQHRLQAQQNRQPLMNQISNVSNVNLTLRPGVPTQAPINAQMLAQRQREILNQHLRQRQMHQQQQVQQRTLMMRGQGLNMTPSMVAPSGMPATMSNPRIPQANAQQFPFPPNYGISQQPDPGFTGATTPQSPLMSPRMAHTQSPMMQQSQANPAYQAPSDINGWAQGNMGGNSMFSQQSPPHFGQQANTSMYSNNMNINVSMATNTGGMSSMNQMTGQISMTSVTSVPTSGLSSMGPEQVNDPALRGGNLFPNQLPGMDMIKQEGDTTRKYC
NCOA3 inh – human NCOA3 inhibition. AID 588352. Q9Y6Q9. inhibition, % at 3.6 µM. actives 0.17% (n = 360,000). HEK293 GAL4-SRC3 luciferase reporter, luminescence;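 active = inhibition above a per-campaign cutoff, the mean of all compounds plus 3 SD, cut at about 60% in these data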;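 note: 0% = DMSO-treated cells and 100% = gossypol-treated cells at 36 µM; higher means less SRC3-driven luciferase light from the GAL4 reporter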
NOD2 RIPK2 PPI – NOD2-RIPK2 protein interaction inhibition; CHO BLA complementation NOD2-RIPK2, CCF4 ratio; O43353; actives 0.38% (n = 360,000); AID 624267; inhibition, % at 4.98 µM; in the data active = inhibition above about 21%;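 note: 0% = vehicle only and 100% = reference blocker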
TLR9-MyD88 inh – blocks human TLR9 binding to MyD88; CHO BLA complementation TLR9-MyD88, CCF4 FRET ratio; inhibition, % at 4.98 µM; actives 0.21% (n = 340,000);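 active = inhibition above the mean over all tested compounds plus 3 SD, cut at about 21% in these data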;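 note: 0% = DMSO only wells and 100% = clavulanate BLA inhibitor control wells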
NCOA1 inh – human NCOA1 inhibition; Q15788; HEK293 GAL4-SRC1 luciferase reporter, luminescence; inhibition, % at 3.6 µM; actives 0.12% (n = 360,000); AID 588354;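 active = inhibition above the campaign mean plus 3 SD, with each screening campaign given its own cutoff, cut at about 60% in these data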;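 note: 0% = DMSO treated cells and 100% = gossypol at 36 µM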
TROY NFkB inh – inhibitors of TROY-dependent NF-kB signaling; Q293 LMP1-TROYcd NF-kB luciferase reporter, 4 h; inhibition, % at 10 µM; actives 0.98% (n = 360,000); AID 1347056;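 active = compounds whose plate-normalised and pattern-corrected inhibition of the luciferase reporter signal at the single screening dose is 50% or more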
COUP-TFII inh – blocks human COUP-TFII nuclear receptor; inhibition, % at 8.6 µM; P24468; HEK293T NGFI-A luciferase reporter, luminescence; actives 0.7% (n = 370,000);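 active = inhibition above a per-plate cutoff, mean inhibition of test wells between control levels plus 3 SD, cut at about 38% in these data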;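 note: cells cotransfected with COUP-TFII expression vector driving the NGFI-A reporter; 0% = median of COUP-TF2 test wells and 100% = reporter-only cells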
TWEAK-Fn14 inh – TWEAK-Fn14 signaling inhibition; TWEAK-stimulated Fn14 reporter cells, luciferase luminescence, 8 h; inhibition, % at 10 µM; actives 2% (n = 360,000); in the data active = inhibition above about 50%
Granule exo inh – lytic granule exocytosis inhibition; AID 651702; actives 0.66% (n = 360,000); TALL-104 LAMP-1 surface exposure, flow cytometry; cells stimulated with thapsigargin and PMA; inhibition, % at 10 µM;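 active = inhibition above about 55%, limit read from the data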
Starred values were filed as active, the others as inactive; . = not tested or not shown.

Start of the listing, in advance:
SMILES	LRH-1 inv ag	ABHD5-PLIN5 inh	SRC2 inh	NCOA3 inh	NOD2 RIPK2 PPI	TLR9-MyD88 inh	NCOA1 inh	TROY NFkB inh	COUP-TFII inh	TWEAK-Fn14 inh	Granule exo inh
O=C(COC(=O)Cc1ccccc1)Nc1cccnc1Cl	18	-3	-7	21	-8	-13	17	11	-5	1	-2
O=C1NCN(c2ccccc2)C12CCN(C(CCc1ccccc1)c1nnnn1C1CCCCC1)CC2 (stereo not drawn)	13	-2	15	7	9	.	22	20	-11	29	13

All compounds of this part, previewed entries included:
SMILES	LRH-1 inv ag	ABHD5-PLIN5 inh	SRC2 inh	NCOA3 inh	NOD2 RIPK2 PPI	TLR9-MyD88 inh	NCOA1 inh	TROY NFkB inh	COUP-TFII inh	TWEAK-Fn14 inh	Granule exo inh
O=C(COC(=O)Cc1ccccc1)Nc1cccnc1Cl	18	-3	-7	21	-8	-13	17	11	-5	1	-2
O=C1NCN(c2ccccc2)C12CCN(C(CCc1ccccc1)c1nnnn1C1CCCCC1)CC2 (stereo not drawn)	13	-2	15	7	9	.	22	20	-11	29	13
COc1cc2c(cc1O)C[C@H]1NCCc3cc4c(c-2c31)OCO4	13	-2	-31	42	-6	2	25	-12	-22	-1	4
O=C(Cc1ccccc1F)N1CCN(CC(=O)N2CCCC2)CC1	1	-1	-16	3	-7	9	-17	-6	18	5	-5
Cc1ccc(C2C(S(C)(=O)=O)=C(O)C(=O)N2c2ccccc2)cc1 (stereo not drawn) (tested in a mixture with another compound)	8	-6	18	-6	-10	4	-7	-9	6	3	0
CC(C)C(=O)c1cn(Cc2ccccc2C#N)c2ccccc12	6	-3	13	-2	1	-4	-20	0	12	10	-2
CCN1CCN(CC(=O)c2c(C)n(Cc3ccccc3)c3ccc(OC)cc23)CC1	4	8	-23	3	14	8	-2	9	15	5	1
CCOc1ccccc1NC(=O)N1CCC2(CC1)OCCO2	2	-3	-68	18	-4	2	12	-2	-6	-27	3
CSc1ccccc1C(=O)C1CCCN(Cc2ccn[nH]2)C1 (stereo not drawn)	-12	-1	22	1	-16	-8	10	-3	4	1	-3
O=C(CCn1c(=O)oc2ccccc21)N1CCC2(CC1)OCCO2	0	-3	-40	-19	-2	-6	1	-17	-21	-1	-1
O=C1CCN(C(=O)C(Cl)Cl)N1	7	2	-38	12	1	14	-12	-1	-1	-2	7
O=C(c1cn(Cc2ccccc2F)c2ncccc12)C(F)(F)F	16	1	-6	10	2	2	25	5	-1	10	-15
COC(=O)C1=C(c2ccc(S(C)(=O)=O)cc2)C[C@@H]2CC[C@H]1N2C(=O)N1CCC(O)CC1	-6	3	-32	-6	-5	5	-3	-9	13	11	14
COc1cc(C)c(CN2CC=C(c3ccc(F)cc3)CC2)cc1C	9	-3	2	3	-16	-14	-14	20	4	8	1
O=C1NC(=O)C(=Cc2ccc(-c3ccc(F)cc3O)o2)C(=O)N1	-7	25*	-7	13	8	8	1	0	-19	5	11
Cc1cc(C=O)c(C)n1C1CC1	9	-4	1	7	-8	2	14	13	12	0	1
Cc1c(N=Cc2c(O)n(C)c(=O)[nH]c2=O)c(=O)n(-c2ccccc2)n1C	4	2	-16	0	-3	.	2	-3	10	-25	-2
CC(=O)C1(O)CCC2C3CCC4=C(Cl)C(=O)CCC4(C)C3CCC21C (stereo not drawn)	24	5	10	-3	-3	-7	8	6	7	1	-2
O=C(O)COc1ccccc1	-7	6	-10	3	-3	-4	2	-2	-1	7	-3
CCN(CC)C(=O)c1ccc2c(c1)C1C=CCC1C(C(=O)O)N2 (stereo not drawn)	1	9	-7	15	-4	-2	5	-3	-2	-3	-3
CN1CCc2c(c(N3CCCCC3)nc3n[nH]c(N)c23)C1	0	-8	-38	-8	4	-6	-36	6	9	-6	-2
Cc1ccccc1-[n+]1c(-c2ccccc2)cc(-c2ccccc2)cc1-c1ccccc1	70	12	30	67*	5	6	44	63*	68*	89*	-11
CCCCc1nc2ccccc2c(=O)n1-c1ccc(O)cc1	13	0	0	19	-1	3	-7	-3	11	-34	-4
CC(=NC(C)c1ccccc1)c1c(O)[nH]c(=O)[nH]c1=O (stereo not drawn)	-15	1	-12	-4	11	7	-5	8	-2	-12	-2
COc1ccc(CCNCc2ccc(Br)cc2)cc1OC	-2	-1	14	-3	2	-2	-3	-5	2	7	14
O=c1[nH]cnc2nc(-c3ccc(N(CCCl)CCCl)cc3)[nH]c12	-136	3	-67	-43	-13	1	-87	29	-76	-10	1
Cc1ccc(-n2c(O)c(C=NCCN(C)C)c(=O)[nH]c2=O)cc1	16	-3	12	14	-13	-5	5	11	7	1	-2
Nc1ncn[nH]1	-7	-1	0	-7	9	-10	-8	-3	-13	-2	4
OCCOCCO	23	0	-6	-8	5	-3	-3	2	3	8	6
O=C(Cc1ccc(Br)cc1)N1CCN(Cc2ccccc2)CC1	2	3	-22	-13	-2	-4	-19	-26	-5	-11	0
CC(=O)O[C@H]1CCC2C3CC[C@H]4[C@@H](O)[C@H](O)CC[C@]4(C)C3CC[C@@]21C (stereo partly drawn)	-19	0	26	-1	-13	-11	-5	10	-11	10	-3
C=CCn1c(O)c(C=NCCN(C)C)c(=O)[nH]c1=O	16	5	-14	10	-13	-7	5	-14	-10	19	3
c1ccc(CCNC2CCCCCC2)cc1	-13	0	-21	0	-22	-20	11	-9	7	-16	4
Cc1c(C(=O)N2CCC3(CC2)OCCO3)oc2ccc(S(=O)(=O)N3CCCCC3)cc12	-3	-4	-5	9	6	8	4	10	2	9	2
C=CCn1c(=O)c(C=Nc2cccnc2Cl)c(O)n(CCCC)c1=O	-7	-3	-4	10	-3	-2	15	10	11	0	-5
Cn1cc(C(=O)NP(=O)(N2CCOCC2)N2CCOCC2)c2ccccc21	17	-2	-11	0	0	7	-30	-11	-5	-2	0
O=S(=O)(c1cc(Cl)cc(Cl)c1)N1Cc2cc(-c3ccccc3)ccc2-n2nncc2C1	2	0	-9	-29	16	.	-10	13	-3	2	-2
CN(C)C(=O)Oc1cccc(NC(=O)c2ccccc2C(F)(F)F)c1	15	6	-20	9	-1	13	-13	-4	-4	9	8
C[C@]12CCC3C(CC[C@H]4C[C@@H](O)CC[C@]34C)C1C[C@H](Br)[C@@H]2O (stereo partly drawn)	-13	2	2	-14	6	.	6	-2	-3	1	13
C=CCn1cc(C=C2C(=O)N(C)C(=O)N(C)C2=O)c2ccccc21	6	23*	9	6	0	6	5	-12	9	15	-6
CCOC(=O)[C@]12Cc3cc(Cl)ccc3[C@H]1N(C1CCCCC1)C(=O)c1ccccc12	85*	51*	.	.	66*	.	.	57*	.	90*	83*
COc1ccc2c(c1)C(c1ccc(N(CCCl)CCCl)cc1)=NCC2	-7	7	9	6	9	-9	10	31	5	-3	-2
O=C1NCCN2CCCC12 (stereo not drawn)	-6	5	-4	-2	0	-11	-3	-6	9	3	-2
CCC(C)N1C(=O)/C(=C\c2cc3c4c(c2)CCCN4CCC3)C(=O)NC1=S (stereo not drawn)	17	-11	8	26	-2	1	12	8	-11	11	-1
Cn1c(=O)cc(OCC(=O)N2CCN(C3CCCCC3)CC2)c2ccccc21	-11	-5	-71	1	-7	6	-26	-6	-28	-35	-1
Clc1ccc2nc3c(c(-c4ccccc4)c2c1)CNCC3	5	6	-1	5	-4	-5	10	7	5	13	-3
O=c1[nH]c(=S)n(CCC2=CCCCC2)c(O)c1/C=N/N1CCOCC1	5	-16	-1	17	-8	.	3	0	11	2	-16
CCN(CC)P(=O)(c1nccn1C)N(CC)CC	14	-1	-2	12	-11	-5	-4	-5	12	5	3
CCN(CC)CC(O)c1ccc(C2CCCC2)cc1 (stereo not drawn)	12	7	12	7	6	0	-9	0	-1	9	2
CC(N)Cc1cn(Cc2ccccc2)c2ccccc12 (stereo not drawn)	20	5	24	7	-8	-7	10	-25	11	-8	5
O=C(Nc1ccc(Cl)cc1C(=O)c1ccccc1)c1ccco1	2	-2	-11	16	1	12	-13	-1	-10	-21	44
Fc1c(F)c(F)c(N2CCNCC2)c(F)c1F	6	-6	15	-3	-6	5	5	2	9	-6	3
CC(C)CN1Cc2cc(-c3ccccc3)ccc2-n2nncc2C1	-2	7	1	-17	-5	.	-15	-16	-11	-32	-4
COC(=O)C1=C(c2ccc(OCc3ccccc3)cc2)C[C@@H]2CC[C@H]1N2C(=O)NCCN1CCOCC1	-8	-5	17	22	-1	10	-21	-5	2	5	-6
CCOc1ccccc1N=C1SCCCN1C	5	-4	9	20	-7	3	-8	10	-4	20	1

As entered above.
Under NCOA3 inh, `O=C(O)COc1ccccc1` shows 3
Under COUP-TFII inh, `c1ccc(CCNC2CCCCCC2)cc1` shows 7
Under TLR9-MyD88 inh, `Cc1ccccc1-[n+]1c(-c2ccccc2)cc(-c2ccccc2)cc1-c1ccccc1` shows 6

Shown bar-delimited: entries from further up
molecule | LRH-1 inv ag | ABHD5-PLIN5 inh | SRC2 inh | NCOA3 inh | NOD2 RIPK2 PPI | TLR9-MyD88 inh | NCOA1 inh | TROY NFkB inh | COUP-TFII inh | TWEAK-Fn14 inh | Granule exo inh
CCN(CC)CC(O)c1ccc(C2CCCC2)cc1 (stereo not drawn) | 12 | 7 | 12 | 7 | 6 | 0 | -9 | 0 | -1 | 9 | 2
CC(N)Cc1cn(Cc2ccccc2)c2ccccc12 (stereo not drawn) | 20 | 5 | 24 | 7 | -8 | -7 | 10 | -25 | 11 | -8 | 5
O=C(Nc1ccc(Cl)cc1C(=O)c1ccccc1)c1ccco1 | 2 | -2 | -11 | 16 | 1 | 12 | -13 | -1 | -10 | -21 | 44
Fc1c(F)c(F)c(N2CCNCC2)c(F)c1F | 6 | -6 | 15 | -3 | -6 | 5 | 5 | 2 | 9 | -6 | 3
CC(C)CN1Cc2cc(-c3ccccc3)ccc2-n2nncc2C1 | -2 | 7 | 1 | -17 | -5 | . | -15 | -16 | -11 | -32 | -4
COC(=O)C1=C(c2ccc(OCc3ccccc3)cc2)C[C@@H]2CC[C@H]1N2C(=O)NCCN1CCOCC1 | -8 | -5 | 17 | 22 | -1 | 10 | -21 | -5 | 2 | 5 | -6

Source: PubChem BioAssay

These rows are one share of the data, so the mix of outcomes need not match the whole.
